High-throughput results: PubChem, several laboratories
CF NFkB inh: blocks PAF-induced NF-kB reporter in cystic fibrosis cells | inhibition, % at 5 µM | AID 588850 | 0.86% of 360,000 active | KKLEB NF-kB-GFP reporter, GFP fluorescence overnight;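 active = at least 50% inhibition at 5 µM, scaled per plate between neutral and stimulator controls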;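 also: PAF is a Pseudomonas aeruginosa culture filtrate used as stimulus; plate controls were PAF-stimulated DMSO wells for no effect and unstimulated DMSO wells for full effect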
Shn3 inh set2: inhibitors of Schnurri-3 3'UTR reporter in osteoblasts. Clone20 osteoblast Shn3 3'UTR firefly luciferase, 24 h. inhibition, % at 12.5 µM. 0.52% of 360,000 active. AID 588674;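 active = mean inhibition of at least 75% with every replicate also reaching 75%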;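 also: 0% = median of neutral control wells and 100% = pilot-screen positive control compound; some compounds past the cut are filed as inactive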
TRAIL sens C8: sensitizes caspase-8 expressing cells to TRAIL; NB7+C8 cells + TRAIL, ATPlite viability luminescence; inhibition (viability loss, TRAIL sensitization), % at 10 µM; AID 624354; 1% of 360,000 active;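 active = compounds causing at least 50% loss of cell viability in the single-dose screen, relative to plate controls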
LMP1 NFkB inh: inhibitors of Epstein-Barr LMP1-induced NF-kappaB reporter. 0.69% of 350,000 active. LMP1-induced NF-kappaB luciferase reporter cells, luminescence. AID 504558. inhibition, % at 12.5 µM; in the data active = inhibition above about 41%;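 also: 0% = neutral control wells and 100% = reference inhibitor control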
hiPSC survival: increases survival of single human iPS cells; hiPSC single-cell survival, ATPlite luminescence; 100% = ROCK inhibitor wells, 0% = DMSO; survival enhancement, % at 20 µM; 0.044% of 360,000 active; in the data active = survival enhancement above about 18%;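 also: cells exposed to compounds for 16 hours before the ATP read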
NR2E3 ag-1: activates human photoreceptor nuclear receptor NR2E3. GST-NR2E3/biotin-RetCOR TR-FRET, 1536-well. 0.12% of 320,000 active. Q9Y5X4. inhibition of corepressor binding, % at 4.78 µM. AID 2300;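 active = percent inhibition above the cutoff of mean plus 3 SD of all tested compounds, set per screening campaign, cut at about 20% in these data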;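 also: 0% = DMSO wells and 100% = biotin wells as full block of FRET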
Target sequence (Q9Y5X4 whole entry, looked up): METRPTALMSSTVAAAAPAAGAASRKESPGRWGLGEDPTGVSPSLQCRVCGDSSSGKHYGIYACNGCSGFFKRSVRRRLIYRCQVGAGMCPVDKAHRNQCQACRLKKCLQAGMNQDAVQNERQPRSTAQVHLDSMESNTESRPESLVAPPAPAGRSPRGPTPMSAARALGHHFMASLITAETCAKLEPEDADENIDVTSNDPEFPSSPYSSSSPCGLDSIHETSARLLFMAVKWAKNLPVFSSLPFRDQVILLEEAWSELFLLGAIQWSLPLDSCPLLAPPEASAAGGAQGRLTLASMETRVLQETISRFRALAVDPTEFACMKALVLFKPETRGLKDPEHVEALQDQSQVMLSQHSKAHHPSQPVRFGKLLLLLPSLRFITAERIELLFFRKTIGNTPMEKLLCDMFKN
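System: GST-NR2E3 and biotin-RetCOR proteins; probe or stimulus: 7 nM biotin-RetCOR; doses: compound at 4.8 µM, single dose; schedule: Compound–protein incubation for 5 h at 4 °C; detection: time-resolved FRET; read-out: percent inhibition; controls: biotin wells as high control, 0.6% DMSO wells as low control; format: 1536-well plates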
NR2E3 ag-2: human photoreceptor-specific nuclear receptor agonism; CHO-S Gal4-NCOR/VP16-NR2E3 two-hybrid, luciferase; 0.35% of 360,000 active; inhibition of corepressor binding, % at 3.98 µM; AID 602229;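 active = inhibition above the mean of all tested compounds plus 3 SD, cut at about 70% in these data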;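 also: 0% = DMSO with NR2E3 transfected cells and 100% = cells lacking NR2E3 construct; higher means lower luciferase signal from less NR2E3 corepressor binding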
Peg3 promoter: Peg3 promoter activity inhibition; HeLa PEG-Prom luciferase reporter, luminescence, overnight; inhibition, % at 20 µM; 1.7% of 360,000 active; AID 588405;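 active = inhibition of at least 50% at 20 µM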
HIF-2a block: HIF-2a inhibition; inhibition, % at 18.8 µM; AID 624352; 0.72% of 360,000 active; 786-0 RCC cells HIF-2a reporter, luciferase luminescence, overnight;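 active = inhibition of the luminescence signal of 40% or more relative to plate controls, in a single-dose primary screen at 18.75 µM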
KKLEB cytotox: counter-screen for CF NF-kB inhibitors: cytotoxicity; KKLEB CF airway cells viability, ATPlite luminescence, overnight; hits give low values; cells stimulated with P. aeruginosa culture filtrate; activity change (cytotoxicity), % at 5 µM; 0.36% of 360,000 active;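 active = corrected activity change at or below -50% at 5 µM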
TRPM1 prom inh: inhibitors of MITF-driven TRPM1 promoter in melanoma cells; inhibition, % at 12.5 µM; 0.83% of 330,000 active; SK-MEL-5 TRPM1 promoter luciferase, 24 h; AID 488899;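 active = mean inhibition across replicates of 60% or more, whatever share of single replicates reaches that level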; also: values of inactives mirror those of a sister screen read the other way
Starred values were filed as active, the others as inactive; · = no result given. Only part of the results is shown, so the mix of outcomes need not match the whole.

#1 COC(=O)NCc1cc2cc(Cl)ccc2[nH]1
#2 CN1C[C@@H]2C[C@@H](c3ccc(C#CC(C)(C)O)s3)N3CCC[C@@]23C1=O
#3 COc1ccc(OCC(O)CNCc2ccco2)cc1 (stereo unspecified)
#4 Nc1nnc(CC(=O)Nc2ccccc2)s1
#5 O=C(c1cccc(F)c1)N1CCN(C2CCCCC2)CC1
#6 CCCn1cnc2cc(NC(=O)c3ccco3)ccc21
#7 CCCOC(=O)C1=C(C)NC(=O)NC1c1cccc2ccccc12 (stereo unspecified)
#8 CSC1(SC2=NCCN2)SC2(NCCN2)S1

Compound	1	2	3	4	5	6	7	8
CF NFkB inh	9	-6	-1	9	2	16	29	0
Shn3 inh set2	-6	5	-23	-9	-14	-39	-3	5
TRAIL sens C8	6	-4	-5	-26	-33	46	-9	-8
LMP1 NFkB inh	13	-11	2	-15	15	7	-2	-3
hiPSC survival	0.5	-2.0	-2.4	-0.5	-0.4	0.7	-0.4	0.3
NR2E3 ag-1	0	2	-2	4	1	-2	·	·
NR2E3 ag-2	-14	-3	-28	-12	-17	-123	-24	-8
Peg3 promoter	-16	13	-4	-19	9	-97	14	1
HIF-2a block	-9	3	1	-9	9	-109	19	16
KKLEB cytotox	-4	-1	-2	-3	-5	16	-18	8
TRPM1 prom inh	8	7	3	-6	-2	-12	-4	-3

#9 O=C1NCCN(Cc2ccc(Cl)c(F)c2)C1CC(=O)N1CCCO1 (stereo unspecified)
#10 COc1ccc(C(=O)NN/C(=N/S(=O)(=O)c2ccc(C)cc2)c2ccccc2)cc1
#11 COc1ccc(-c2cc(-c3ccc(OC)cc3)c(C#N)c(SC)n2)cc1
#12 COc1ccc(-c2csc(Nc3ccc(S(=O)(=O)Nc4cc(C)on4)cc3)n2)cc1
#13 COCC(C)NC(=O)c1ccc(CN2CCc3ccccc3C2)cc1 (stereo unspecified)
#14 O=C(Nc1ccn(Cc2ccccc2)n1)c1ccc2c(c1)OCO2
#15 CC(=O)Nc1cc(-c2cccnc2)cn2c(-c3cccc(C(F)(F)F)c3)cnc12
#16 N#CCCCCN1c2cccc3cccc(c23)S1(=O)=O

Compound	9	10	11	12	13	14	15	16
CF NFkB inh	-18	6	50*	6	-2	16	-78	25
Shn3 inh set2	-13	-83	-26	-7	0	-75	9	-6
TRAIL sens C8	-4	28	10	-8	4	29	-8	-7
LMP1 NFkB inh	-13	1	-8	3	3	-25	·	6
hiPSC survival	1.5	0.4	4.2	-0.9	2.7	-2.7	-1.3	-1.2
NR2E3 ag-1	3	-2	2	9	-2	2	·	-1
NR2E3 ag-2	29	-147	-15	-5	-14	-70	-27	-5
Peg3 promoter	-30	-268	33	29	14	-198	4	5
HIF-2a block	-55	-225	10	30	2	-211	14	21
KKLEB cytotox	8	8	-26	-7	4	-2	-16	-6
TRPM1 prom inh	-4	-125	4	9	3	-67	·	-5

#17 COc1cccc(NC(=O)[C@@H]2CCCN2C(=O)C2CCN(S(=O)(=O)c3ccc(C)cc3)CC2)c1
#18 CCc1ccc(NC(=O)N2CCc3ccccc3C2)cc1
#19 O=C(O)Cc1ccc(C(=O)c2ccc(F)cc2)s1
#20 CC(CN1CCN(C)CC1)OC(=O)c1ccc(F)cc1 (stereo unspecified)
#21 Cc1oc2cc3oc(=O)c4c(c3cc2c1C)CCC4
#22 Cc1cc(C)n2nc(CNS(=O)(=O)c3ccc(F)c(C)c3)nc2n1
#23 COc1ccc(CN(C)CC(=O)Nc2ccc(N3CCOCC3)cc2)cc1OC
#24 COc1ccc(S(=O)(=O)N2CCOCC2)cc1NC(=O)c1ccc2c(c1)OCCO2

Compound	17	18	19	20	21	22	23	24
CF NFkB inh	-4	-27	-4	-1	11	3	10	16
Shn3 inh set2	29	-39	-6	13	-14	6	1	6
TRAIL sens C8	10	-15	3	21	-4	-9	-8	-2
LMP1 NFkB inh	3	-43	-8	-6	1	-1	10	-8
hiPSC survival	1.8	-0.2	-1.2	-0.5	2.9	2.5	1.1	-0.5
NR2E3 ag-1	-4	·	0	3	-2	3	-1	2
NR2E3 ag-2	-9	-108	-4	-12	-18	-36	-1	-22
Peg3 promoter	11	-370	12	9	-96	-9	9	7
HIF-2a block	1	-247	-2	7	-68	6	6	4
KKLEB cytotox	7	14	3	2	-13	9	-2	3
TRPM1 prom inh	-4	-45	-3	-8	-41	·	-8	5

One compound at a time (already shown). Values in the order: CF NFkB inh | Shn3 inh set2 | TRAIL sens C8 | LMP1 NFkB inh | hiPSC survival | NR2E3 ag-1 | NR2E3 ag-2 | Peg3 promoter | HIF-2a block | KKLEB cytotox | TRPM1 prom inh
COc1cccc(NC(=O)[C@@H]2CCCN2C(=O)C2CCN(S(=O)(=O)c3ccc(C)cc3)CC2)c1 in the list: -4 | 29 | 10 | 3 | 1.8 | -4 | -9 | 11 | 1 | 7 | -4
CC(CN1CCN(C)CC1)OC(=O)c1ccc(F)cc1 (stereo unspecified) in the list: -1 | 13 | 21 | -6 | -0.5 | 3 | -12 | 9 | 7 | 2 | -8
Cc1cc(C)n2nc(CNS(=O)(=O)c3ccc(F)c(C)c3)nc2n1 in the list: 3 | 6 | -9 | -1 | 2.5 | 3 | -36 | -9 | 6 | 9 | ·
COc1ccc(S(=O)(=O)N2CCOCC2)cc1NC(=O)c1ccc2c(c1)OCCO2 in the list: 16 | 6 | -2 | -8 | -0.5 | 2 | -22 | 7 | 4 | 3 | 5
Cc1oc2cc3oc(=O)c4c(c3cc2c1C)CCC4 in the list: 11 | -14 | -4 | 1 | 2.9 | -2 | -18 | -96 | -68 | -13 | -41

(cont.)
#25 COc1ccccc1CSc1nc2c(c(=O)n(C)c(=O)n2C)n1C
#26 CC(C)C(=O)Nc1ccc2c(c1)oc1ccccc12
#27 C=CCn1c(SCC#N)nc2ccccc2c1=O
#28 O=C(Nc1ccc2c(c1)C(=O)OC2)c1ccc(Cl)cc1Cl
#29 CC(=O)c1sc(-c2ccccc2)cc1NS(=O)(=O)c1ccc(C)cc1
#30 CCOc1ccc(NC(=S)N2CCC(c3ccc(C)cc3)C2)cc1 (stereo unspecified)
#31 CCN(CC)C(=O)c1ccc(NS(=O)(=O)c2ccc(/C=C/C(=O)O)cc2)cc1
#32 COC(=O)c1ccc(CSCC(=O)Nc2ccccc2)cc1

Compound	25	26	27	28	29	30	31	32
CF NFkB inh	12	-13	7	17	4	5	-9	0
Shn3 inh set2	2	-39	-14	-23	·	6	-7	-5
TRAIL sens C8	7	21	-18	-5	4	8	-7	-9
LMP1 NFkB inh	4	-82	2	-2	-11	3	6	-10
hiPSC survival	-0.5	-2.8	5.7	-0.4	-0.3	-0.1	0.1	-0.2
NR2E3 ag-1	·	-2	5	1	-17	-4	0	3
NR2E3 ag-2	-28	-96	0	-10	-13	9	12	-15
Peg3 promoter	2	-258	13	-124	27	8	10	8
HIF-2a block	1	-237	6	-120	3	-3	17	7
KKLEB cytotox	-11	-3	1	-5	-3	11	0	22
TRPM1 prom inh	9	-57	-3	-70	-4	12	6	2

#33 Nc1nc(SCC(=O)NCCN2CCOCC2)nc2sc3c(c12)CCC3
#34 CC(=O)Nc1ccc(S(=O)(=O)N2CCN(CCCOc3ccccc3Cl)CC2)cc1
#35 CCC1Oc2ccccc2N(CC(=O)NCc2ccco2)C1=O (stereo unspecified)
#36 COc1ccc(/C=N/NC(N)=S)cc1OC(=O)c1ccccc1
#37 CCN(CC)C(=O)C1=C(C)N(CCCN2CCCC2=O)C(=O)C(CC(=O)NC2CC2)C1 (stereo unspecified)
#38 COc1ccc(NS(=O)(=O)c2cc(NC(=O)c3cccs3)ccc2N2CCCC2)cc1
#39 CCCCC(=O)N(C)c1c(CC)nc2c(OCC(=O)c3ccc(F)cc3)cccn12
#40 O=C(NNC(=O)c1n[nH]c2ccccc12)c1ccccc1

Compound	33	34	35	36	37	38	39	40
CF NFkB inh	-5	0	-7	0	11	2	12	-2
Shn3 inh set2	16	33	5	-4	-13	8	1	-1
TRAIL sens C8	-9	9	-5	34	-7	-17	-5	1
LMP1 NFkB inh	-6	8	0	-29	-4	5	·	5
hiPSC survival	1.0	-0.9	1.4	1.7	0.0	0.9	1.4	0.6
NR2E3 ag-1	-1	1	0	0	·	-4	·	·
NR2E3 ag-2	4	44	-1	-24	-17	-4	9	-9
Peg3 promoter	5	-11	-16	9	-4	34	-2	-34
HIF-2a block	13	3	5	-55	5	21	4	7
KKLEB cytotox	6	-18	11	1	-2	-1	2	7
TRPM1 prom inh	11	11	10	7	·	3	·	-25

#41 O=C(COC(=O)/C=C/c1ccccc1)Nc1ccc2c(c1)OCCO2
#42 CC(NC(=O)c1ccc(Cn2cc([N+](=O)[O-])cn2)cc1)c1ccccc1 (stereo unspecified)
#43 COc1cccc(/C=N/n2c(C3CCCCC3)n[nH]c2=S)c1OC
#44 CCOc1cccc(-c2nn(-c3ccccc3)cc2/C=C(/C#N)C(=O)NCCCn2ccnc2)c1
#45 O=C(CCc1nnc(-c2ccccc2)o1)NCc1c(F)cccc1F
#46 COCC(C)n1c(SCc2ccc(C(=O)OC)cc2)nc2ccccc2c1=O (stereo unspecified)
#47 CONc1nc(NC(C)(C)C)nc(OCC#N)n1
#48 CCCCC12CN3CC(C)(CN(C1)C31C(=O)N(C)c3ccc(C)cc31)C2=O (stereo unspecified)

Compound	41	42	43	44	45	46	47	48
CF NFkB inh	-13	14	20	6	-21	13	9	10
Shn3 inh set2	2	9	7	10	-47	11	11	-2
TRAIL sens C8	-8	4	-9	13	9	10	1	12
LMP1 NFkB inh	1	-2	5	2	-5	0	5	-3
hiPSC survival	0.5	1.9	0.4	-0.4	0.4	-0.4	0.3	-3.2
NR2E3 ag-1	-1	-1	-2	1	4	-2	1	0
NR2E3 ag-2	16	-18	-20	18	4	-10	-4	9
Peg3 promoter	-1	6	-12	36	-6	14	10	3
HIF-2a block	-8	15	-7	25	-14	6	1	1
KKLEB cytotox	8	1	5	-27	-18	-6	-14	10
TRPM1 prom inh	-3	-1	-1	-23	-16	5	-11	15

#49 O=C(C1=C[C@@H](c2ccccc2)C[C@@H](OCc2ccc(CO)cc2)O1)N1CCOCC1
#50 CCOC(=O)N1CCN(C(=O)COc2ccc(Br)cc2)CC1
#51 COc1ccc(-c2oc(NC(C)=O)c(C#N)c2-c2ccc(OC)cc2)cc1
#52 Cc1ccc(Cl)cc1-c1cc(C(=O)NCc2ccco2)[nH]n1
#53 COc1cc(NC(=O)CSc2nc3[nH]c(=O)cc(O)c3s2)cc(OC)c1OC
#54 CCCCOc1ccc(C(=O)N/C(=C/C=C/c2ccccc2)C(=O)NCCCO)cc1

Compound	49	50	51	52	53	54
CF NFkB inh	-25	-4	-12	11	-3	0
Shn3 inh set2	-5	-4	19	-17	-6	1
TRAIL sens C8	2	-9	-11	6	-15	0
LMP1 NFkB inh	3	0	-3	·	1	-19
hiPSC survival	0.0	0.4	-0.7	-1.3	-0.3	0.4
NR2E3 ag-1	3	-2	5	·	1	-4
NR2E3 ag-2	-21	-21	-41	-29	-11	-2
Peg3 promoter	5	-5	26	-18	6	-31
HIF-2a block	-13	13	3	-41	1	-22
KKLEB cytotox	13	-8	-2	-8	-2	-8
TRPM1 prom inh	6	11	10	·	6	-4
